Screening results deposited in PubChem by National Center for Advancing Translational Sciences (NCATS).
12-LOX inh – inhibitors of human 12S-lipoxygenase ALOX12. purified 12hLO, xylenol orange hydroperoxide absorbance. 580,000 tested, 1.1% active. P18054. Potency, µM (top dose mostly 108 µM), inactives show at the top dose activity change, negative = inhibition, usual class: inhibitors; note: potency is the fitted concentration of half-maximal effect; % is set by controls: 0 for no effect and ±100 for the full control effect
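Purified human 12hLO (150 nM final) in 25 mM Hepes, 0.01% Triton X-100, pH 7.0 was preincubated 15 min at room temperature with compound. Then 40 uM arachidonic acid was added, 30 min. Hydroperoxide was read by Fe-XO absorbance ratio 573/405 nm.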
APE1 inh – inhibitors of human APE1 endonuclease. recombinant APE1, TAMRA/BHQ-2 abasic DNA cleavage fluorescence. 350,000 tested, 0.35% active. P27695. AID 2517. Potency, µM (doses to about 65.8 µM), without a hit: top-dose activity change, negative = inhibition, usual class: inhibitors;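 note: potency is the fitted concentration of half-maximal effect; plate controls were vehicle for no effect and reference inhibitor for full effect; nearly all actives have a fitted effect of over 55% in size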
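APE1 at 0.75 nM preincubated 15 min at room temperature with compound. Reaction then started with 50 nM double-stranded THF-abasic substrate labelled with TAMRA/BHQ-2, and 525/598 nm fluorescence read kinetically. Activity taken as third-minus-first read difference, normalized to DMSO and NSC13755 controls.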
RGS4 inh – inhibitors of human regulator of G protein signaling 4; P49798; Transcreener GDP fluorescence polarization, RGS4-accelerated GTP hydrolysis; Potency, µM (series often up to 114 µM), inactives show at the top dose activity change, negative = inhibition, actives largely listed as inhibitors; 390,000 tested, 0.039% active; note: potency is the fitted concentration of half-maximal effect; % is set by controls: 0 for no effect and ±100 for the full control effect; nearly all actives have a fitted effect of over 75% in size; some results filed as inactive show a strong effect at the top dose
Target sequence (P49798 whole entry, looked up): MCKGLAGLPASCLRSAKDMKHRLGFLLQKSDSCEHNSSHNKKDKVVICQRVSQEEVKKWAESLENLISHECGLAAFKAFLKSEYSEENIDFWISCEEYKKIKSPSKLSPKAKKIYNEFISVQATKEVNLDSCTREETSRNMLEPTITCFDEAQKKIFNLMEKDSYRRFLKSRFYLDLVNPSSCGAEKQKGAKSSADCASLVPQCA
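MLSMR compounds (23 nl, pin-transferred) preincubated 10 min at room temperature with a 500nM (2x) first reagent, then RGS4 at 900nM (2x) plus Transcreener GDP mix added; fluorescence polarization (620/688 nm) read before and after 90 min at 30 °C.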
POLB inh – DNA polymerase beta (human) inhibition. P06746. Pol beta primer extension/strand displacement, fluorescence kinetic. Potency, µM (doses to about 114 µM), for the others: top-dose activity change, negative = inhibition, usual class: inhibitors. 340,000 tested, 1.3% active. AID 485314; note: potency is the fitted concentration of half-maximal effect; % is set by controls: 0 for no effect and ±100 for the full control effect
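Enzyme-only controls used 10 nM Pol beta; buffer lacking enzyme served as negative control. Compound preincubated 15 min, then 50 nM substrate added; 0 and 10 min reads at room temperature.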
POLH inh – inhibitors of human DNA polymerase eta; AID 588591; 390,000 tested, 1.2% active; recombinant Pol eta, fluorescent DNA replication assay; Potency, µM (series often up to 114 µM), for inactives: at the highest dose activity change, negative = inhibition, most hits filed as inhibitors; note: potency is the fitted concentration of half-maximal effect; % is set by controls: 0 for no effect and ±100 for the full control effect
Target sequence (Q9Y253 whole entry, looked up): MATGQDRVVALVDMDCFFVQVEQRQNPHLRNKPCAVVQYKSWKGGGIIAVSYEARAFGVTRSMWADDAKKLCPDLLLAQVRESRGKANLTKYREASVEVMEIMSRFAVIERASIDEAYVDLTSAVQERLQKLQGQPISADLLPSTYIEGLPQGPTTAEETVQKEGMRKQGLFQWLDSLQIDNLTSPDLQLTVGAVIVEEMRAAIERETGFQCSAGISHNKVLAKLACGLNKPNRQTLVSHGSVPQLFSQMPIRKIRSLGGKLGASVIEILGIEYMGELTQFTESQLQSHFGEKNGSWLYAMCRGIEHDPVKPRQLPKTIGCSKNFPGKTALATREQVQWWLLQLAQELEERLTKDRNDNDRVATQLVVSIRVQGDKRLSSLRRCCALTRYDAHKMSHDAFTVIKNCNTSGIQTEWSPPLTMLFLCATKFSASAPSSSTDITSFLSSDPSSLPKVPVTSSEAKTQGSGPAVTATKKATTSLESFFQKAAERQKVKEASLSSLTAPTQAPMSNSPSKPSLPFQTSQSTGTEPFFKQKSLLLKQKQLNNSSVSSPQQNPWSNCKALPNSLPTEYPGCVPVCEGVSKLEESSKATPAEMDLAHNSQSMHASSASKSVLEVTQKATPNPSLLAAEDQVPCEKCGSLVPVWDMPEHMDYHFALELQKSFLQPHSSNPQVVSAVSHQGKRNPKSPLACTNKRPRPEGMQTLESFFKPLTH
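Pol eta at 10 nM preincubated with compounds 15 min at room temperature; reaction started with fluorescent substrate (50 nM final) and read kinetically at 0 and 10 min.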
POLK inh – blocks human DNA polymerase kappa activity | purified Pol kappa, fluorescent DNA synthesis assay, 10 min | Q9UBT6 | Potency, µM (titrated, usually from 107 µM), for the others: at the top dose activity, negative = inhibition, actives largely listed as inhibitors | 400,000 tested, 0.53% active; note: potency is the fitted concentration of half-maximal effect; % is set by controls: 0 for no effect and ±100 for the full control effect
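Enzyme at 10 nM met test compounds for 15 min at room temperature. Substrate addition (50 nM final) began the reaction, which was monitored by fluorescence at 0 and 10 min.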
LDHA block – blocks human lactate dehydrogenase A. AID 1347041. purified LDHA, NADH/diaphorase-resazurin fluorescence; hits give low values. 480,000 tested, 0.15% active. activity change, % (values are at about 110 or 230 µM); in the data active = activity change below about -30%; inconclusive = mostly about -25% to -30%;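 note: plate controls were DMSO wells for no effect and wells without enzyme for full effect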
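Human LDH5 (2 nM) was incubated with 0.06 mM NADH and 0.2 mM pyruvate for 5 min at room temperature in Tris pH 7.4. Remaining NADH was coupled through diaphorase/resazurin, and resorufin fluorescence was read at 0 and 20 min.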
Apoferritin bind – binds horse apoferritin like a general anesthetic; P02791; apoferritin/1-aminoanthracene competitive binding, fluorescence; Potency, µM (titrated, usually from 77.5 µM), inactives show top-dose activity change, negative = displacement, most hits filed as inhibitors; 350,000 tested, 0.074% active; note: potency is the fitted concentration of half-maximal effect; % is set by controls: 0 for no effect and ±100 for the full control effect; nearly all actives have a fitted effect of over 20% in size
Target sequence (P02791 2-175 limits assumed): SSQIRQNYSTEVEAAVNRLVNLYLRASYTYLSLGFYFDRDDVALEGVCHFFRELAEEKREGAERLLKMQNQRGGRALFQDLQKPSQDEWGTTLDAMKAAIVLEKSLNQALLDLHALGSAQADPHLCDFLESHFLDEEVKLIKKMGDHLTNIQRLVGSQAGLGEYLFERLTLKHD
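Apoferritin-based anesthetic binding model; compound displacement of fluorescent 1-AMA measured as endpoint fluorescence after 10 minutes at room temperature, scaled to free-ligand and complex controls.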
ERG Ets-DNA blk – blocks human ERG Ets domain binding to DNA; 370,000 tested, 0.028% active; Potency, µM (series often up to 76.9 µM), without a hit: top-dose FP activity, negative = inhibition, hits mostly inhibitors; fluorescence polarization, His-ERG Ets domain / labelled DNA; P11308; AID 624246; active = well fitted inhibition curve with a large enough effect in the polarisation, with a control signal flat; inconclusive = small, poorly fitted or top-dose-only effect, or effect the other way, or a change in a side signal; inactive = no such curve, though single readings can be large or run the other way; the % refers to the polarisation;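 note: polarization taken with two DNA probes labelled with fluorescein and Texas red; potency is the fitted concentration of half-maximal effect; % of control where 0% means no effect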
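His-tagged ERG Ets domain (1 uM in the protein solution; 300mM KCl, 50mM Tris-HCl, 1mM EDTA, 1mM DTT, pH 7.5) received compound, then a probe mix of 5 nM fluorescein-DNA and 100nM Texas-615-DNA. Fluorescence polarization was read for both dyes.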
Numbers without * were called inactive; ? = inconclusive; . = not tested or not shown; & = joins results of further samples; [ ] = dose if it differs, or a comment. Unless noted, calls come from the whole dose curve; as a rule, active = well fitted curve in the direction sought with a large enough effect; inconclusive = small, poorly fitted or top-dose-only effect, or another doubt; inactive = no such curve, though single readings can be large; an effect the other way counts as inactive or inconclusive.

SMILES	12-LOX inh	APE1 inh	RGS4 inh	POLB inh	POLH inh	POLK inh	LDHA block	Apoferritin bind	ERG Ets-DNA blk
COc1ccc(OCCC(=O)OCC(=O)Nc2cccc(Br)c2)cc1	-32.1%	-3.0%	6.0%	6.0%	-11.7%	-13.8%	-2.5	-7.7%	-3.0%
C=CCOC(=O)/C(=C\C=C\c1ccccc1)NC(=O)c1ccccc1	?	-5.7%	-8.2%	12.6%	-16.4%	-8.2%	3.7	-1.1%	1.8%
Cc1c(C=O)c2ccccc2n1CC(=O)O	0.0%	0.0%	1.9%	2.2%	-19.4%	-3.3%	-3.5	-2.9%	11.8%
O=C(CN(Cc1cccs1)C(=O)CN1C(=O)COc2ccccc21)NCc1ccco1	-2.4%	-1.4%	-43.5%	?	-2.4%	-0.5%	-3.0	-15.6%	-0.8%
COc1ccc(-n2c(SCC(=O)Nc3ccc4c(c3)OCO4)nnc2C(C)N2CCCCC2)cc1 (centres undefined)	-1.7%	-4.8%	-8.1%	-24.5%	-6.7%	-18.3%	1.1	?	-4.3%
COCCOC(=O)c1c(C)oc2ccc(NS(=O)(=O)c3cccs3)cc12	-14.8%	?	24.2%	?	-19.5%	-12.1%	-4.7	-16.8%	8.9%
O=C(/C=C/c1cc2c(cc1Br)OCO2)NCc1ccc(F)cc1	181.2%[activator]	7.7%	28.1%	1.2%	-8.9%	-0.1%	-4.0	3.4%	-7.3%
Cc1cc(C)n(CCC(=O)N2CCCC(N3CCN(c4cccc(Cl)c4)CC3)C2)n1 (centres undefined)	2.2%	34.7%	-3.3%	-1.1%	-17.6%	-5.3%	1.3	-10.9%	-0.5%
CSc1oc(-c2ccc(F)cc2)nc1S(=O)(=O)c1ccc(F)cc1	-6.4%	0.9%	9.7%	2.8%	-15.8%	-0.6%	-12.3	-6.5%	-7.6%
CCOC(=O)c1c(C)[nH]c(C)c1S(=O)(=O)N(C)CC(=O)Nc1ccc(OC)cc1	-26.9%	.	-10.7%	4.1%	-21.4%	-10.6%	-7.3	-0.5%	1.7%
COc1ccc(N2C(=NC(=O)c3ccc(Br)cc3)SC3CS(=O)(=O)CC32)cc1 (centres undefined)	-0.6%	5.4%	-7.0%	.	-9.0%	-1.6%	-0.6	.	3.0%
Cc1ccc(C)c(SCC(=O)Nc2ccc(C)c(S(=O)(=O)N3CCOCC3)c2)c1	?	6.5%	-9.5%	.	-2.1%	-5.9%	-6.7	.	9.3%
COc1ccccc1NC(=O)CSc1nnc(CCC(=O)Nc2ccccc2F)n1C	-3.3%	-0.8%	21.0%	7.7%	-0.5%	-5.5%	-9.5	3.3%	0.7%
COc1ccc2sc(N(CCCN(C)C)C(=O)c3ccc(S(=O)(=O)N4CCCC4)cc3)nc2c1	-6.3%	2.6%	2.7%	.	-10.0%	-13.7%	-5.6	.	-1.4%
Cc1c(C(=O)NCCO)sc2nc3n(c(=O)c12)CCC3	-1.6%	-1.6%	64.8%[activator]	1.4%	-2.2%	-5.6%	-2.7	-6.2%	2.9%
CCOc1ccc(S(=O)(=O)Nc2cccc(C(=O)N3CCN(C(C)=O)CC3)c2)cc1	0.7%	16.4%	-28.2%	.	-9.0%	-4.6%	-3.1	.	0.1%
Cc1cc(C)n(-c2nc(Nc3ccccc3)nc(-n3nc(C)cc3C)n2)n1	11.6%	-5.4%	11.6%	10µM*	?	-2.6%	-9.0	-4.3%	.
CNC(=O)c1cc2ccccc2o1	39.1%[activator]	5.8%	-7.3%	79.8%	-14.0%	-16.8%	0.7	-9.6%	-1.7%
COC(=O)c1ccc(CN2C(=O)NC3(CCCCC3C)C2=O)o1 (centres undefined)	?	2.0%	12.6%	15.3%	2.5%	-9.8%	-4.8	-6.1%	-18.2%
Cc1cccc(C)c1OCC(=O)Nc1c(C)nn(C)c1C	0.6%	10.1%	10.3%	26.6%	-0.3%	-2.9%	-15.7	-3.9%	7.5%
Cc1cccc(NC(=O)c2cc(-c3cc(Cl)ccc3O)n[nH]2)c1	.	58.1%	-18.9%	-15.8%	-7.6%	-9.7%	-0.9	-2.4%	-21.5%
Nc1ncnc2c1ncn2Cc1ccccc1	3.9%	1.9%	0.7%	-15.9%	-5.1%	3.4%	-0.8	-2.4%	-11.1%
CCc1ccc(NC(=S)/N=C(\N)Nc2nc(C)c3cc(CC)ccc3n2)cc1	35.5µM*	8.2%	-11.4%	-11.6%	-7.2%	-11.1%	-2.3	-10.8%	-3.3%
CC(=O)N1CCc2cc(S(=O)(=O)N3CCc4ccccc43)ccc21	-0.8%	13.9%	-8.3%	-1.2%	-12.1%	1.2%	-5.8	-7.0%	-2.4%
S=C(Nc1cccc(Br)c1)c1ccccc1	-18.6%	?	-7.9%[11.4 µM]	1.3%	-10.8%	-4.9%[60.1 µM]	-0.2	?	-17.1%
CCCNC(=O)c1ccccc1NC(=O)c1ccc2c(=O)n3c(nc2c1)CCC3	?	47.6%[activator]	-23.6%	.	-9.1%	-0.7%	1.8	.	2.4%
COc1ccc(NS(=O)(=O)c2cccc(C(=O)NCCCN3CCOCC3)c2)cc1	-25.0%	-10.8%	7.1%	.	-3.6%	-18.9%	-2.6	.	9.5%
Cc1ccc(C(=O)/C=C/c2ccc3ncccc3c2)cc1	-16.0%	-2.1%	-54.0%	4.1%	-9.8%	-3.4%	-4.6	-7.0%	2.2%
COCCCN(C(=S)NC(=O)C(C)(C)C)c1c(N)n(Cc2ccccc2)c(=O)[nH]c1=O	-11.6%	5.3%	-29.0%[56.9 µM]	-16.3%	-5.6%	13.6%	1.6	3.1%	-6.6%
O=C1C2ON(c3ccccc3)C(c3ccccn3)C2C(=O)N1c1ccc(Br)cc1 (centres undefined)	105.8%[activator]	12.6%	-23.0%	9.8%	-14.0%	1.0%	1.7	-13.5%	11.3%
CCC(=O)N(Cc1cccs1)C1CCOC(C)(C)C1 (centres undefined)	10.6%	-5.2%	-7.2%	33.8%	-9.4%	4.1%	-13.7	-8.9%	-3.2%
O=C(COC(=O)c1ccc(NS(=O)(=O)c2ccc(Br)s2)cc1)NC1CCCC1	-9.5%	-2.7%	12.9%	5.5%	1.6%	0.9%	-3.4	-17.6%	-9.8%
CCOc1ccc(C(C)(N)C(=O)O)cc1 (centres undefined)	-11.1%	-2.7%	1.1%	3.7%	-7.4%	-0.4%	-1.0	-4.2%	-0.8%
Cn1c(SCC(=O)c2ccccc2)nc2cccnc21	11.7%	2.5%	-40.0%	?	10.6%	-7.7%	-1.4	-2.6%	-0.7%
O=C(Nc1ccccc1)C1=C[C@@H](c2ccc3c(c2)OCO3)C[C@@H](OCCCCO)O1	-18.9%	.	-3.7%	.	-24.5%	5.7%	0.3	.	1.9%
Cc1cc(C)c(NC(=O)CSc2nnc(Cc3cccn3C)n2-c2ccc(F)cc2)c(C)c1	3.5%	13.5%	-43.2%	37.4%	4.7%	-0.6%	-2.0	?	-1.8%
O=S(=O)(Nc1ccc(Cl)cc1)c1ccc(N2CCOCC2)c(NC(=S)NC2CC2)c1	?	0.3%	?	-16.0%	-3.5%	-9.4%	-1.5	-17.2%	-3.4%
O=C(NNC(=O)c1c(F)cccc1F)c1sccc1-n1cccc1	10.2%	9.9%	-2.1%	5.6%	-12.1%	-5.1%	-12.4	-3.4%	-4.7%
CC(=O)c1cccc(NC(=O)COC(=O)COc2ccc(Cl)cc2)c1	-9.7%	-2.2%	-5.6%	0.3%	-12.5%	-1.5%	2.6	?	10.8%
Cc1ccc(S(=O)(=O)N(C)C)cc1NC(=O)CSc1ccc2c(c1)OCCO2	-1.5%	3.5%	17.2%	.	-20.1%	-3.9%	-0.9	.	6.5%
CN(CC(=O)Nc1ccc(Cl)c(C(F)(F)F)c1)C(=O)c1cc(-c2ccncc2)nc2ccccc12	-19.0%	-14.2%	23.0%	.	?	-14.7%	-6.0	.	-5.0%
COC(=O)[C@@H]1CCCN1C(=O)[C@@H](NC(=O)OC(C)(C)C)C(C)C	0.8%	0.0%	-20.7%&12.8%	.	-4.5%	10.3%&-5.5%	-2.5	-0.4%	7.7%
COc1ccc(CN2CCCC(N3CCN(c4cccc(Cl)c4)CC3)C2)cc1OC (centres undefined)	-1.3%	-3.4%	-3.5%	-18.9%	-13.3%	-2.4%	-1.7	-17.0%	4.7%
COc1ccc(C2/C=C\CN(C(=O)c3ccccc3)CC(=O)N2Cc2cccc(F)c2)cc1 (centres undefined)	?	4.0%	6.1%	.	0.0%	-7.1%	-6.9	.	-7.4%
O=C(Nc1ccc(-c2n[nH]c(=S)o2)cc1)c1ccccc1	7.3%	-12.1%	?	15.3%	-20.7%	1.6%	-3.2	0.9%	5.9%

Record cards, as listed above.
`COC(=O)[C@@H]1CCCN1C(=O)[C@@H](NC(=O)OC(C)(C)C)C(C)C` is listed as 12-LOX inh: 0.8%; APE1 inh: 0.0%; RGS4 inh: -20.7%&12.8%; POLB inh: .; POLH inh: -4.5%; POLK inh: 10.3%&-5.5%; LDHA block: -2.5; Apoferritin bind: -0.4%; ERG Ets-DNA blk: 7.7%
`CN(CC(=O)Nc1ccc(Cl)c(C(F)(F)F)c1)C(=O)c1cc(-c2ccncc2)nc2ccccc12` is listed as 12-LOX inh: -19.0%; APE1 inh: -14.2%; RGS4 inh: 23.0%; POLB inh: .; POLH inh: ?; POLK inh: -14.7%; LDHA block: -6.0; Apoferritin bind: .; ERG Ets-DNA blk: -5.0%

The list is partial. The share of hits here may be higher or lower than overall.
